TDP1 cell noCPT – qHTS for Inhibitors of human tyrosyl-DNA phosphodiesterase 1 (TDP1): qHTS in cells in absence of CPT. DT40 Tdp1-/- hTDP1 cells, no CPT, ATP luminescence, 48 h. 420,000 tested, 15% active. Potency, µM (doses to about 46.2 µM), for inactives: at the highest dose activity change, negative = growth inhibition, hits mostly inhibitors; also: nearly all actives have a fitted effect of over 55% in size
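Luminescent ATP content (CellTiter-Glo) served as the growth readout. Knockout chicken DT40 cells expressing human TDP1 were exposed to compounds without camptothecin for a minimum 48 hr at 37 °C.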
GCN5L2 inh – blocks human GCN5L2 histone acetyltransferase; Q92830; GCN5L2 HAT assay, ThioGlo1 CoA-SH fluorescence; Potency, µM (titrated, usually from 58.9 µM), without a hit: at the top dose activity change, negative = inhibition, actives largely listed as inhibitors; 390,000 tested, 0.21% active; AID 504327
Target sequence (Q92830 whole entry, looked up): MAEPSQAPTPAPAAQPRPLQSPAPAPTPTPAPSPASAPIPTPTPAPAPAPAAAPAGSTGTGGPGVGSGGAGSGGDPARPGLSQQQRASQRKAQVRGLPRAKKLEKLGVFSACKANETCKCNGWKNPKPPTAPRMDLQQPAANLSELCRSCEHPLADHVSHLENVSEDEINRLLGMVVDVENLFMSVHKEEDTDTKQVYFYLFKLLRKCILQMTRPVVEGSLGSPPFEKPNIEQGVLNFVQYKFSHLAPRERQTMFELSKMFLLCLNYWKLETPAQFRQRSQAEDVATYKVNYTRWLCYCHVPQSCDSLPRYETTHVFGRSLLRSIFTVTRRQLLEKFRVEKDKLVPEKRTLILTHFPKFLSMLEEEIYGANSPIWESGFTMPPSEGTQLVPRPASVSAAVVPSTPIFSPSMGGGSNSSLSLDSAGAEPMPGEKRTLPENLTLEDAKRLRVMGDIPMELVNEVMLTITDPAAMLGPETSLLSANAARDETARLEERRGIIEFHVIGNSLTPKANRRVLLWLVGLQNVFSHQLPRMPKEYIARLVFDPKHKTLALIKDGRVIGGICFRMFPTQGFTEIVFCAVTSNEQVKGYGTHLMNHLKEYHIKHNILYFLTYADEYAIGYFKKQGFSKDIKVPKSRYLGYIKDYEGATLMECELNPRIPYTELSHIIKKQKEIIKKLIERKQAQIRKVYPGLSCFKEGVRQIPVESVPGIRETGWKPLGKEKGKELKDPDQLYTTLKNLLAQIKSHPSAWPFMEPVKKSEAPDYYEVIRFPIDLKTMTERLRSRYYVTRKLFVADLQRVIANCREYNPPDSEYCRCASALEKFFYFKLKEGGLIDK
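qHTS, 1536-well. 20nM enzyme, pH 7.5 HEPES/EDTA/Tween-20 buffer; 15 min compound preinc., RT. Start: 75uM H3(1-25), 70uM AcCoA, 50uM ThioGlo1. Read Ex340/Em540 at t=0 (autofluorescence flag) and t=20 min.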
TDP1 cell CPT – DT40-hTDP1 cell growth loss with CPT. chicken DT40 Tdp1-/-;hTDP1 cells + 20 nM CPT, ATP luminescence, 48 h. Potency, µM (titrated, usually from 46.2 µM), for the others: at the top dose activity change, negative = growth inhibition, usual class: inhibitors. 420,000 tested, 12% active; also: nearly all actives have a fitted effect of over 55% in size
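Chicken DT40 Tdp1-/- cells complemented with human TDP1, 400 cells/well, exposed to compounds plus 20 nM camptothecin for at least 48 h at 37 C; viability read as ATP content by CellTiter-Glo luminescence.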
The depositor's hits bear a star; ? = inconclusive; · = no result given; & = joins results of further samples; [ ] = another dose, or the depositor's remark. Calls follow the shape of the dose curve; as a rule, active = well fitted curve in the direction sought with a large enough effect; inconclusive = small, poorly fitted or top-dose-only effect, or another doubt; inactive = no such curve, though single readings can be large; an effect the other way counts as inactive or inconclusive. % is scaled to controls: 0 for no effect and ±100 for the full control effect; potency is read from the fitted curve at half-maximal effect. These rows are one share of the data (hit frequency here may not be typical).

Second line of a record: TDP1 cell noCPT	GCN5L2 inh	TDP1 cell CPT
CC(C)(C)S(=O)(=O)c1ccccc1-c1noc(-c2ccccc2)c1C(N)=O
  5%	·	14%
COCCNC(=O)c1cc(-c2ccccc2)sc1N
  ?	·	?
CS(=O)(=O)N(CC(=O)N1CCC(C(N)=O)CC1)C1CCCCC1
  -4%	-8%	3%
Cn1c(=O)c2c(SCC(=O)NCc3ccco3)nc(-c3ccccc3F)nc2n(C)c1=O
  -13%	-17%	-8%
CCC(=O)N1N=C(c2ccc(Cl)cc2)CC1c1ccco1 (centres undefined)
  12µM*	3%	23µM*
O=C(CSC(=S)N1CCCCC1)Nc1ncc2c(n1)CCCC2=O
  -19%	-1%	-9%
CS(=O)(=O)N1CCN(c2nc(-c3ccccc3)cs2)CC1
  ?	1%	-11%
CCOC(=O)CSc1nc2ccc(NC(C)=O)cc2s1
  -16%	-5%	-1%
CCN1C(=O)[C@H]2[C@H]3CN=C(SCc4ccc(Cl)cc4)N3[C@@](Cc3ccccc3)(C(=O)OC)[C@H]2C1=O
  12µM*	-17%	?
COc1ccc(CCCNC(=O)C2Cc3c(-c4ccccc4)ccnc3O2)cc1 (centres undefined)
  5.8µM*	·	6.5µM*
Cc1occc1C(=O)Nc1cccc2ccccc12
  ?	-8%	?
Cc1cc2ncn(N)c2cc1C
  -6%	2%	-1%
CCc1ccccc1NC(=O)Cn1nnc(C(=O)Nc2ccc(C)c(F)c2)c1N
  -4%	-3%	-4%
Nc1ncc(S(=O)(=O)NCc2cccc(Cl)c2)cn1
  -21%	0%	-23%
COc1ccc(C(=O)OCC2CC(c3ccccc3)N(C)O2)cc1 (centres undefined)
  -4%	-8%	-4%
COc1ccccc1Nc1nn2c(=O)c3ccc(C(=O)N4CCCCC4)cc3nc2s1
  16µM*	-7%&0%	13µM*
COc1ccc(-n2c(=O)c3c4c(sc3n3c(=S)[nH]nc23)CCC4)cc1
  -29%	-11%	12%
COc1cccc(C2=CC(c3ccc(N(C)C)cc3)n3nnnc3N2)c1 (centres undefined)
  13µM*	-6%	21µM*
Cn1c(=O)c2ncn(CC(=O)Nc3cc(C(F)(F)F)ccc3N3CCOCC3)c2n(C)c1=O
  -16%	5%	-13%
CCOC(=O)CN1C(=O)C(C)(C)Oc2ccc(C(=O)Nc3ccccc3OC)cc21
  23µM*	-6%	16µM*
CCC(=O)N1CCN(C(=O)c2ccccc2)CC1
  ?	-6%&-13%	-7%
Cc1ccccc1-n1nc2c(c1NC(=O)c1cc3ccccc3o1)CS(=O)(=O)C2
  4%	2%	-20%
Cc1cccc(CC(Cc2nc3ccccc3[nH]2)c2nc3ccccc3[nH]2)c1 (centres undefined)
  ?	-5%	16µM*
O=C(CCC(=O)Nc1ccccc1)NNC(=O)COc1ccccc1
  -13%	2%	1%
CC(=O)Nc1ccccc1OCC(O)CS(=O)(=O)c1ccc(C(F)(F)F)cn1 (centres undefined)
  ?	0%	?
CCN(CC)CCNC(=O)c1sc2nc(C)cc(C)c2c1-n1cccc1
  ?	2%	?
O=C(Nc1ccc(OC(F)(F)F)cc1)C(Cc1ccccc1)NS(=O)(=O)c1cccc2nsnc12 (centres undefined)
  ?	2%	?
CCOC(=O)CC(NC(=O)c1cc2cc(Cl)cc(Cl)c2oc1=O)c1cccc([N+](=O)[O-])c1 (centres undefined)
  2%	-6%	0%
C=CCN=C1NN=C(c2cc(C)n(CC=C)c2C)CS1
  ?	3%	?
Nc1nc(=S)c2ncn(C3CCCCC3)c2[nH]1
  -8%	·	-11%

Record cards, from the list above:
Cc1cccc(CC(Cc2nc3ccccc3[nH]2)c2nc3ccccc3[nH]2)c1 (centres undefined) is listed with TDP1 cell noCPT = ?; GCN5L2 inh = -5%; TDP1 cell CPT = 16µM*
Cc1ccccc1-n1nc2c(c1NC(=O)c1cc3ccccc3o1)CS(=O)(=O)C2 is listed with TDP1 cell noCPT = 4%; GCN5L2 inh = 2%; TDP1 cell CPT = -20%

(continued)
Second line of a record: TDP1 cell noCPT	GCN5L2 inh	TDP1 cell CPT
CN(C)C(=O)COc1ccc2ccc(=O)oc2c1
  -3%	2%	2%
CN(Cc1ccon1)C(=O)C1CCC(=O)N(CCc2ccc(Cl)cc2)C1 (centres undefined)
  8%	-4%	3%
COc1ccc(CCc2nc3ccccc3n2C(CCc2ccccc2)c2nc3ccccc3[nH]2)cc1 (centres undefined)
  ?	·	?
CC(=O)c1cccc(NC(=O)Nc2ccc3c(c2)OCO3)c1
  0%	-4%	-10%
COc1ccc(N2CCN(C(c3cccs3)C(C)NC(=O)C(=O)N3CCCC3)CC2)cc1 (centres undefined)
  ?	2%	16µM*
CCC(=O)Nc1ccc(C(=O)N/N=C/c2ccc([N+](=O)[O-])cc2)cc1
  -15%	-11%	?
COC(=O)C1=CN(c2ccc(Oc3ccccc3)cc2)C(N)=C(C#N)C1c1ccc(-c2ccccc2)cc1 (centres undefined)
  ?	·	?
COc1ccc(OC)c(C2NC(=O)NC(C)=C2C(=O)Nc2cc(C)cc(C)c2)c1 (centres undefined)
  -11%	-8%	-3%
CC(=O)c1ccc(F)c(-c2cc(C)cc3c2OC(CNC(=O)Cn2nc(C)nc2C)C3)c1 (centres undefined)
  -15%	·	-8%[9.04 µM]
CCOC(=O)c1cc(C)n(CC2CCC(C(=O)Nc3cccc(C(C)=O)c3)CC2)c1C (centres undefined)
  26µM*	-4%	23µM*
Cc1cccc(N2CCN(CCCNC(=O)C3CCCN(c4ncnc5c4nc4n5CCCCC4)C3)CC2C)c1 (centres undefined)
  12µM*	-1%	?
CC(C)(CNC(=O)C1CCCN1C(=O)c1cccs1)N1CCOCC1 (centres undefined)
  -2%	2%	-13%
O=C(OCC(=O)c1ccc(Br)s1)c1ccc(O)cc1
  -30%	-4%	-23%
O=C(NCc1ccccc1)C1CCCN(C(=O)c2ccc(F)cc2)C1 (centres undefined)
  -1%	0%	-1%
CCc1cc(=O)oc2c3c(cc(OCC(=O)NCc4ccco4)c12)OC(C)(C)CC3
  ?	-23%	?
Cc1cc(Cl)c2oc(C(=O)NCCC3CCCCO3)c(C)c2c1 (centres undefined)
  ?	-9%	-21%
CCCCN(c1ccccc1)S(=O)(=O)c1cccc(C(=O)O)c1
  -5%	-14%	3%
Cc1ccc(CNC(=O)CSCc2nc(-c3cccc(C)c3)oc2C)cc1
  ?	-8%	?
O=c1c2cc(NC(=S)NC3CCN(Cc4ccccc4)CC3)ccc2nc2n1CCCCC2
  15µM*	1%	?
CCOC(=O)c1c(NC(=O)c2cc(CC)on2)sc(C)c1C
  -21%	-10%	-1%
S=C(NCCc1ccccn1)NC1CC2CCC1C2 (centres undefined)
  -11%	2%	27%
Cc1cccc(N2CCN(c3nc4ccccc4c4nc(-c5cccnc5)nn34)CC2)c1C
  -29%	2%	-15%
Cn1c(C(=O)Nc2ccc3c(c2)OCO3)cc2sccc21
  ?	0%	?
O=C(CN1C(=O)CCC1=O)NCC12CC3CC(CC(C3)C1)C2
  26µM*	·	?
O=C(NNC(=O)c1ccc(NC(=O)C2CC2)cc1)c1ccc(F)cc1
  17%	-4%	-2%
Fc1ccc2c(c1)C(c1ccncc1)=NNC(c1ccccc1)=N2
  ?	2%	-20%
Cc1ccc(C(=O)CSc2nnc3n2CCCCC3)s1
  4%	1%	2%
Nc1c(C(=O)Nc2ccc(F)cc2)nnn1-c1cccc(C(F)(F)F)c1
  ?	-6%	-10%
Cc1ccc(C)c(NCC(=O)NNC(=S)Nc2ccccc2)c1
  17%	-1%	12%
CCCSc1ccc(-c2nn(-c3ccccc3)cc2/C=C(/C#N)C(=O)N2CCOCC2)cc1
  ?	-17%	?
Cc1cc2oc(=O)cc(CN(C)Cc3ccccc3)c2cc1C
  ?	·	?
CC(=O)Nc1ncc2c(n1)CC(c1ccco1)CC2=O (centres undefined)
  -14%	-3%	5%
CC1CCCN(S(=O)(=O)c2cccc3nonc23)C1 (centres undefined)
  -2%	-1%	-22%
NC(=O)C1CCN(c2nc(C3CC3)nc3c2nnn3Cc2ccccc2)CC1
  -21%	-1%	?
CC(C)CN(C(=O)COC(=O)Cc1cccc2ccccc12)c1c(N)n(Cc2ccccc2)c(=O)[nH]c1=O
  -1%	-1%	-1%
CC(=O)c1ccc(NC(=O)CCSc2nc(-c3ccco3)cc(C(F)(F)F)n2)cc1
  ?	0%	?
CCCCCCSc1nc(N)c2c3c(sc2n1)CCCC3C (centres undefined)
  ?	-15%	-17%
CN(CC(=O)Nc1ccc(Cl)cc1)C(=O)c1sccc1-c1ccccc1
  ?	-5%	21µM*
Cc1ccccc1Nc1nc(N)nc(COC(=O)c2ccc3c(c2)OCCO3)n1
  ?	·	-26%
Cc1ccc(NC(=O)C(C)Sc2nnc3n2CCCCC3)cc1S(=O)(=O)N1CCOCC1 (centres undefined)
  -26%	·	-7%
CCn1cnc2cc(NCc3ccncc3)ccc21
  0%	4%	-4%
NC(=O)CCn1c(=O)oc2ccccc21
  0%	-11%	0%
NC(=O)CSc1nnc(Cn2c(=O)sc3ccccc32)n1CCc1ccccc1
  -2%	-1%	-16%
CCC(C)NC(=O)Cn1c(=O)n(CCCCCC(=O)NCc2ccccc2Cl)c(=O)c2sccc21 (centres undefined)
  ?	5%	?
O=C(CC1N=C2c3ccccc3N=C(SCc3ccccc3Cl)N2C1=O)NCc1ccco1 (centres undefined)
  -26%	-10%	?
NC(=O)COc1ccccc1C1=NO[C@@](CC(=O)O)(C(=O)Nc2ccc3c(c2)OCCO3)C1
  15%	-2%	-6%
CC(=O)Nc1cccc(/C(C)=N/NC(=S)NC(C)C)c1
  4.6µM*	-2%	3.7µM*
CCc1noc(C)c1C(=O)Nc1nc(-c2ccc(OC)cc2OC)cs1
  16µM*	-6%	?
O=C(O)CCC(=O)OCC1CCCCC1
  -17%	-6%	3%
COC(=O)c1c(SC)nc2ccccc2c1OCc1ccccc1C
  13µM*	5%	?
COc1cccc(NC(=O)C2(C)CCN2Cc2ccccc2OC(F)F)c1 (centres undefined)
  16µM*	·	21µM*
CC1=C(C(=O)N2CCOCC2)CC(CC(=O)NC2CCCCC2)C(=O)N1Cc1ccccc1 (centres undefined)
  -13%	·	-2%
COc1ccccc1S(=O)(=O)NCc1ccc(C(=O)NC2CCC(O)CC2)cc1 (centres undefined)
  -29%	?	?
Cc1ccc(S(=O)(=O)NCC(=O)N2CCN(c3ccc(F)cc3)CC2)cc1
  -8%	-11%	-4%

Gathered by group, those above containing an aryl methoxy group (12)
Second line of a record: TDP1 cell noCPT	GCN5L2 inh	TDP1 cell CPT
COc1ccc(CCCNC(=O)C2Cc3c(-c4ccccc4)ccnc3O2)cc1 (centres undefined)
  5.8µM*	·	6.5µM*
COc1ccc(C(=O)OCC2CC(c3ccccc3)N(C)O2)cc1 (centres undefined)
  -4%	-8%	-4%
COc1ccccc1Nc1nn2c(=O)c3ccc(C(=O)N4CCCCC4)cc3nc2s1
  16µM*	-7%&0%	13µM*
COc1ccc(-n2c(=O)c3c4c(sc3n3c(=S)[nH]nc23)CCC4)cc1
  -29%	-11%	12%
COc1cccc(C2=CC(c3ccc(N(C)C)cc3)n3nnnc3N2)c1 (centres undefined)
  13µM*	-6%	21µM*
CCOC(=O)CN1C(=O)C(C)(C)Oc2ccc(C(=O)Nc3ccccc3OC)cc21
  23µM*	-6%	16µM*
COc1ccc(CCc2nc3ccccc3n2C(CCc2ccccc2)c2nc3ccccc3[nH]2)cc1 (centres undefined)
  ?	·	?
COc1ccc(N2CCN(C(c3cccs3)C(C)NC(=O)C(=O)N3CCCC3)CC2)cc1 (centres undefined)
  ?	2%	16µM*
COc1ccc(OC)c(C2NC(=O)NC(C)=C2C(=O)Nc2cc(C)cc(C)c2)c1 (centres undefined)
  -11%	-8%	-3%
CCc1noc(C)c1C(=O)Nc1nc(-c2ccc(OC)cc2OC)cs1
  16µM*	-6%	?
COc1cccc(NC(=O)C2(C)CCN2Cc2ccccc2OC(F)F)c1 (centres undefined)
  16µM*	·	21µM*
COc1ccccc1S(=O)(=O)NCc1ccc(C(=O)NC2CCC(O)CC2)cc1 (centres undefined)
  -29%	?	?
